S100A4 inh HTS: blocks human S100A4 binding to myosin IIA peptide. P26447. S100A4/TAMRA-MyoIIA peptide fluorescence polarization. inhibition, % at 10.7 µM. hit rate 0.14% among 360,000;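 active = mean inhibition of at least 70% across replicates, with every replicate also reaching that level; inconclusive = mean inhibition reaches 70% but some replicates fall short; inactive = mean inhibition below 70%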
Target sequence (P26447 whole entry, looked up): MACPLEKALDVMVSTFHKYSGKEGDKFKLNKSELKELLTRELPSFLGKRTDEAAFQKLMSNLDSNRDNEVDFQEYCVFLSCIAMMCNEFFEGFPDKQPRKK
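Compound dosing: one dose per compound; test system: human S100A4 monomer with TAMRA-labelled myosin IIA peptide; probe or stimulus: TAMRA-labelled myosin IIA heavy-chain peptide probe, 5 nM; medium: HEPES buffer with Ca2+, pH 7.2; schedule: 5 min incubation before reading; benchmarks: neutral control DMSO, positive control TFP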
LGR2 inh: inhibitors of bursicon-induced Drosophila LGR2 receptor cAMP signaling. hit rate 0.35% among 380,000. HEK293 LGR2, CRE-luciferase, bursicon-stimulated, 4 h. inhibition, % at 9.99 µM;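 active = drop in luminescence signal, shown as inhibition above about 50% in the replicate tests, limit read from the data, passing the limit was not always enough; inconclusive = probably only some replicates passing the limit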;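 note: agonist challenge used bursicon conditioned medium at about half maximal strength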
Statin myotox sup: protects C2C12 myotubes from simvastatin toxicity; ATP luminescence, 48 h; scaled: DMSO 0, geranylgeraniol control 100; rescue of ATP level, % at 7.49 µM; hit rate 0.78% among 330,000; AID 602340;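 active = mean ATP rescue above about 67%, or every replicate alone reaching that limit, limit read from the data, passing the limit was not always enough; inconclusive = no clear call, values can overlap the other calls; inactive = mean under the limit and some replicate under it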;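 note: myotubes were challenged with 10 µM simvastatin during compound exposure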
PGC1a acetyl inh: modulators of PGC1a acetylation. U2OS PGC1a acetylation, AlphaScreen anti-acetyl-lysine; with virally co-expressed GCN5 acetyltransferase. hit rate 0.17% among 350,000. inhibition, % at 15.6 µM;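 active = every replicate shows inhibition of at least 40%; inconclusive = mean inhibition at least 40% but some replicate below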;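 note: 0% = neutral control wells and 100% = positive control wells; some results beyond the cut were filed as inactive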
SIRT5 block: sirtuin-5 (human) deacylase inhibition | hit rate 1.1% among 330,000 | AID 652115 | inhibition, % at 15 µM | Purified SirT5, succinyl-peptide AMC, trypsin-coupled fluorescence; in the data active = inhibition above about 15%; inconclusive = no clear call, values can overlap the other calls
Target sequence (Q9NXA8 whole entry, looked up): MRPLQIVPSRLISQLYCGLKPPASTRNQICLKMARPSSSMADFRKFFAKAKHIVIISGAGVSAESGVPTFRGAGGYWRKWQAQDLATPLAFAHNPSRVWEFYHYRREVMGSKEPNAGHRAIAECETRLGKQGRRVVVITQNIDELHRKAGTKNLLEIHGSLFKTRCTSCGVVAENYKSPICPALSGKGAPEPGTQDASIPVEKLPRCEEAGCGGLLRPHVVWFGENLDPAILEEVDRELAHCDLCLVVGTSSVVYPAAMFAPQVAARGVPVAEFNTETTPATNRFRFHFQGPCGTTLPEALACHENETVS
XiGFP reactiv: activators of X-chromosome reactivation in mouse fibroblasts | AID 743238 | XiGFP mouse fibroblasts, % GFP-positive cells imaging, 3 d; cells co-treated with 5-aza-dC sensitizer; scaled so ellipticine positive control = 100% | hit rate 0.055% among 360,000 | activation, % at 7.58 µM;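 active = mean normalized replicate activation at least 10% and every replicate at or above 10%; inconclusive = only one of the two criteria met; inactive = mean below 10% and not all replicates reach 10%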;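 note: 0% = median of on-plate neutral control wells and 100% = ellipticine 6 µM median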
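Material: SV40-immortalized XiGFP fibroblast cells, line 68-5-11 | Buffer or medium: DMEM containing 5-aza-dC | Dosing: One concentration, pinned | Times: 3 d treatment, 15 min room-temperature fixation | Controls: Ellipticine 6 µM positive control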
ERAP1 inh: inhibitors of human ERAP1 aminopeptidase; Q9NZ08; recombinant ERAP1, Leu-AMC fluorescence, 60 min; inhibition, % at 10.7 µM; hit rate 0.15% among 340,000; AID 652197;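 active = mean replicate inhibition of at least 30%, or all replicates individually reaching that 30% level; inactive = mean below 30% and not every replicate reaching it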;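 note: 0% = neutral control wells and 100% = L-leucinethiol positive control wells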
Cneo AK release: Cryptococcus neoformans lysis via adenylate kinase release. C. neoformans lysis, adenylate kinase release luminescence, 4 h; normalised: neutral wells 0, clomiphene wells 100. lysis activity, % at 15 µM. hit rate 0.2% among 360,000. AID 651654;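 active = mean lysis activity across replicates of at least 80%, whatever share of replicates individually reach that level; inactive = mean lysis activity below 80%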
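read-out = cell lysis signal | test system = log-phase Cryptococcus neoformans yeast cells | input = cells at 5 × 10^6 per mL | medium = fresh YPD growth medium | signal = luminescent adenylate kinase detection reagent | timing = 4 h at 37 °C static, read 1 h later | dosing = single dose | controls = Clomiphene as positive lysis control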
The depositor's hits bear a star; ? = inconclusive; . = no result given; & = joins results of further samples. Not all compounds are listed. The share of hits here may be higher or lower than overall.

SMILES | S100A4 inh HTS | LGR2 inh | Statin myotox sup | PGC1a acetyl inh | SIRT5 block | XiGFP reactiv | ERAP1 inh | Cneo AK release
COc1ccc(C(C)(O)c2nc(-c3cc(F)cc(F)c3)cs2)cc1 (configuration not stated) | -4 | 1 | 2 | . | . | 0.2 | -1 | -1
O=C(CN1CCN(Cc2ccc(Cl)cc2)C1=O)NCCCN1CCN(c2ccc(F)cc2)CC1 | . | 4 | -36 | 6 | . | . | . | 3
O=C1c2cccc3cccc(c23)C(=O)N1CCCCCc1n[nH]c(=S)o1 | 0 | 8 | . | . | -1 | -0.1 | 0 | .
Cc1ccc(C)c(S(=O)(=O)N2CCN(C(=O)[C@H](Cc3ccccc3)NC(=O)c3ccco3)CC2)c1 | -1 | 7 | 9 | 10 | 1 | 0.1 | 0 | .
CO[C@H]1CN(C)C(=O)c2cc(NS(C)(=O)=O)ccc2OC[C@H](C)N(C(=O)C2CCCCC2)C[C@@H]1C | -14 | 13 | 1 | . | -3 | -0.4 | 1 | -2
C[C@H]1CN([C@@H](C)CO)C(=O)c2cc(C#CCC3CCCC3)cnc2O[C@@H]1CN(C)C(=O)CC1CC1 | -4&-2&1 | 6&-22 | -4&13&8 | 2&5 | 0&2&1 | 0.0&-1.2 | 10&1&0 | -1&-7&-1
C[C@@H]1CN([C@H](C)CO)C(=O)c2cc(C#C[C@@H](C)O)cnc2O[C@H]1CN(C)C(=O)c1ccccc1F | 9 | -7 | -2 | 25 | -2 | 0.5 | -1 | -2
NC(=O)CC(NC(=O)c1ccccc1)c1ccc(NC2CCCCCCC2)c([N+](=O)[O-])c1 (configuration not stated) | 18 | . | -9 | 6 | 2 | 0.2 | 1 | 3
Cn1c(N)c(C(=O)COC(=O)c2cccc(S(=O)(=O)NCc3ccccc3)c2)c(=O)n(C)c1=O | -5 | -4 | 6 | -9 | 1 | 0.4 | -2 | -3
COCC#Cc1ccc([C@@H]2[C@@H](CO)N3C(=O)CN(C(=O)C4CCCCC4)C[C@@H]23)cc1 | 3 | 24 | . | 1 | 3 | 0.0 | -2 | .
CC1CCCC(NC(=O)NC(=O)CCl)C1C (configuration not stated) | 0 | 6 | . | . | -1 | 0.3 | 4 | .
O=C(N/C(=C/c1ccc(Br)cc1)C(=O)N1CCOCC1)c1ccc(Br)o1 | 4 | -10 | 2 | -20 | -2 | 0.6 | 0 | 8
Cc1ccc(-c2ccc3c(c2)O[C@H](CN(C)Cc2ccc(F)cc2)[C@H](C)CN([C@H](C)CO)S3(=O)=O)cc1 | -10 | 26 | -21 | -20 | 8 | 0.3 | 6 | 90*
O=C(NC1CCCC1)[C@@H]1[C@@H](CO)[C@@H]2Cn3c(ccc(-c4cccnc4)c3=O)[C@H]1N2CC1CC1 | . | 1 | -24 | . | . | 0.0 | . | 0
C[C@@H]1CN([C@H](C)CO)C(=O)Cc2cc(NS(C)(=O)=O)ccc2O[C@H]1CN(C)S(=O)(=O)c1ccc(Cl)cc1 | -1 | 5 | 13 | -2 | -3 | -0.2 | 1 | -1
Cc1cc(C)c2c(CN3CCN(c4ccccc4F)CC3)cc(=O)oc2c1 | 0 | -2 | 4 | 13 | 0 | . | -1 | 1
CCCC[C@@H](O)C1=C(C)Cn2c(=O)n(-c3ccccc3)c(=O)n2[C@H]1CO | 2 | . | . | 4 | -2 | . | -2 | 30
COc1ccc(C(CC(=O)O)NC(=O)c2ccccc2[N+](=O)[O-])cc1 (configuration not stated) | 11 | -1 | 3 | 2 | . | 0.0 | 0 | -1
COCC#Cc1ccc([C@@H]2[C@@H](CO)N3CCCCN(Cc4cccnc4)C[C@@H]23)cc1 | 28 | 11 | . | 1 | -1 | 0.0 | -3 | 0
C[n+]1cccc(C(=O)Nc2ccccc2)c1 | -3 | -11 | 7 | 4 | 0 | 0.1 | 25 | 1
CCC(=O)NCc1ccc2[nH]c(C)cc2c1 | 8 | 9 | . | . | . | 0.1 | -3 | .
COC(=O)c1ccccc1Nc1cc(C)nc2nc(C)nn12 | 2 | 8 | 8 | . | . | 0.2 | 2 | 1
CNC(=O)CSc1nnc(CCc2ccccc2)n1-c1ccccc1 | . | -6 | 3 | -13 | . | . | . | 3
COc1ccc2c3c(n(C)c2c1)[C@H](CO)N(C(=O)C1CCCC1)CC31CCN(C(=O)Nc2cccc(F)c2)CC1 | -7 | 12 | . | . | 3 | 0.2 | 0 | .
COc1cc(C(=O)Nc2ccc3c(c2)N(C(=O)CN2CCN(C)CC2)c2ccccc2CC3)cc(OC)c1OC | -14 | -13 | . | . | -2 | 0.2 | -7 | .
Other records
SMILES | S100A4 inh HTS | LGR2 inh | Statin myotox sup | PGC1a acetyl inh | SIRT5 block | XiGFP reactiv | ERAP1 inh | Cneo AK release
COc1ccc(NC(=O)c2ccc3c(=O)n(-c4ccc(OC)cc4OC)c(=S)[nH]c3c2)cc1 | -4 | 12 | 16 | -4 | -5 | 0.1 | 4 | .
COc1ccc(OC)c(CCNC(=O)Cn2cccc2C(=O)c2ccccc2C)c1 | 1 | 13 | . | -4 | 0 | 0.3 | -2 | .
CCOC(=O)C1CCCN(C(=O)c2sc3nc(C)nc(N(CC)CC)c3c2C)C1 (configuration not stated) | . | -8 | -11 | -6 | . | . | . | 2
COc1ncccc1-c1cnc2cccnn12 | -5 | 1 | 0 | . | -2 | 0.4 | 10 | -1
Cc1cc2c(cc1S(=O)(=O)N1CCN(c3cccc(C)c3C)CC1)OCC(=O)N2 | -7 | -6 | 2 | 2 | 1 | 0.1 | 5 | 4
Nc1nc2n(n1)C(c1c(F)cccc1Cl)CC(c1ccc(F)cc1)N2 (configuration not stated) | 0 | 27 | 6 | . | . | 0.2 | . | -2
CC(=O)c1c(C(C)=O)c(C)n(-c2ccc(N)cc2)c1C | . | 15 | -7 | 9 | . | . | . | 2
Cn1cccc1CC(=O)N/N=C/c1cccc([N+](=O)[O-])c1 | -1 | -21 | . | . | 7 | 0.0 | -6 | .
CC(NS(=O)(=O)c1ccc(OCC(=O)NCc2cccnc2)cc1)c1ccccc1 (configuration not stated) | -2 | 12 | 5 | 21 | 1 | 0.2 | -7 | -1
CCc1ccc(C(=O)NNC(=O)Cn2c(=O)cnc3ccccc32)cc1 | 3 | 16 | -8 | ? | -2 | 0.0 | 3 | 0
CCCN1C[C@H](C)[C@H](OC)CN(C)C(=O)c2cc(NC(=O)Nc3cccc(F)c3)ccc2OC[C@@H]1C | . | -21 | 2 | 6 | . | 0.2 | . | 0
Cc1ccccc1-c1ccc([C@H]2[C@@H](CO)N3CCCCN(C(=O)CN4CCOCC4)C[C@@H]23)cc1 | 1 | -4 | . | -5 | 0 | 0.3 | 1 | -1
O=[N+]([O-])c1ccc(CSc2ccc(S(=O)(=O)N3CCCC3)cn2)cc1 | 5 | -4 | 1 | -9 | . | . | 4 | 0
CCOC(=O)CSc1nc2sc(C(=O)O)c(C)c2c(=O)[nH]1 | -9 | 9 | 2 | 1 | 6 | -0.1 | 3 | -1
C[C@@H]1CN([C@@H](C)CO)C(=O)c2cccc(NC(=O)CCCCCC(=O)Nc3ccccc3N)c2O[C@@H]1CN(C)Cc1ccncc1 | -2 | 27 | . | -4 | -3 | 0.0 | 0 | .
CCOc1ccc(NC(=O)c2ccc3c(c2)CCN3S(C)(=O)=O)cc1 | -1 | 10 | -31 | 23 | -5 | 0.0 | 4 | 1
CNc1nc(Cl)nc(Nc2ccccc2)n1 | 2 | 4 | . | . | -5 | -0.1 | -1 | .
COc1ccc(NC(=O)N(C)C[C@H]2Oc3ccc(N(C)C)cc3CC(=O)N([C@H](C)CO)C[C@@H]2C)cc1 | -10 | -2 | -13 | -4 | -6 | 0.0 | -1 | -1
CCc1c(C)sc(NC(=S)N2CC(C)OC(C)C2)c1C(=O)OC (configuration not stated) | -15 | -2 | . | . | 2 | 0.5 | 0 | .
Cc1ccc(S(=O)(=O)NCCC(=O)N2CCC(C)CC2)cc1 | -1 | . | 15 | 6 | 2 | 0.1 | -1 | 1
COc1ccc(CCNC(=O)C2CCCN(c3ncnc4c3nc3n4CCCCC3)C2)c(OC)c1 (configuration not stated) | -2 | 14 | 0 | -3 | 5 | 0.0 | 5 | 0
O=c1cc(Cl)[nH]c(=O)n1Cc1ccccc1 | -1 | -16 | 3 | 13 | -5 | 0.3 | 1 | 5
COc1ccccc1NC(=O)CN1C(=O)CSC(C)C1=O (configuration not stated) | 0 | -14 | 6 | 1 | -1 | 0.3 | 0 | -1
C[C@@H]1CCCCO[C@H](CN(C)Cc2ccccc2)[C@@H](C)CN([C@@H](C)CO)C(=O)c2cc(NS(=O)(=O)c3ccc(Cl)cc3)ccc2O1 | -2 | 24 | . | -10 | 2 | -0.1 | -2 | 1
COCCCNC(=S)Nc1ccc(C)cc1[N+](=O)[O-] | 3 | -2 | -4 | . | . | 0.2 | . | .
Next records.
SMILES | S100A4 inh HTS | LGR2 inh | Statin myotox sup | PGC1a acetyl inh | SIRT5 block | XiGFP reactiv | ERAP1 inh | Cneo AK release
COc1ccc(-c2nnc(SCC(=O)c3cccs3)n2-c2ccc(Cl)cc2)cc1 | . | -17 | 5 | . | . | -0.1 | . | 2
COc1ccc(-c2nnn3c2C2c4cc(-c5cccc(F)c5)ccc4CCN2C(=O)C3)cc1 (configuration not stated) | -12 | 35 | . | . | 0 | 0.2 | 0 | .
CC(C)(C)[C@@H]1C=C(C(=O)N2CCCCCCC2)O[C@H](OCc2ccc(CO)cc2)C1 | -14 | . | . | . | 1 | . | 2 | -1
COc1cc2cc(Oc3ccc4ccc(=O)oc4c3)c(=O)oc2cc1OC(=O)/C=C/c1ccccc1 | 1 | 1 | 12 | -8 | . | 0.0 | 0 | 0
COc1ccc(CNC(=O)C[C@@H]2C=C[C@@H](NC(=O)c3ccc4c(c3)OCO4)[C@H](CO)O2)cc1 | 9 | -22 | 8 | 6 | -1 | -0.3 | 2 | -8
O=C(OCC(=O)c1cccs1)c1ccc([N+](=O)[O-])o1 | -5 | 7 | 6 | . | -2 | 0.1 | -3 | -3
Cc1cc(Cl)c2oc(C(=O)NC3CCC(O)CC3)c(C)c2c1 (configuration not stated) | 6 | -17 | -17 | 22 | 0 | 0.1 | 4 | -1
COc1ccc(C(=O)COc2ccccc2C(=O)Nc2ccccc2)cc1 | -6 | 26 | -4 | 8 | -4 | 0.7 | -3 | 1
COCCNC(=O)Nc1ccc2c(c1)N(C)C(=O)c1ccccc1S2 | -19 | -10 | 3 | 8 | -7 | 0.0 | -2 | 1
O=C(N/N=C/c1cc([N+](=O)[O-])ccc1O)c1cccc2ccccc12 | -1 | 5 | -7 | . | -2 | 0.2 | 4 | 1
CCCCC(CC)CN1CN(CC(CC)CCCC)CC(C)(N)C1 (configuration not stated) | 3 | 5 | 8 | -15 | 4 | 0.3 | -1 | 1
Cc1cccc(C(=O)N[C@H](C(=O)Nc2ncc(C)s2)C(C)C)c1 | 0 | 26 | . | . | -1 | 0.5 | 6 | .
